PGC1a acetyl inh – inhibitors of PGC1a acetylation signal, primary screen, cell-based, U2OS, AlphaScreen, inhibitor mode. AlphaScreen anti-acetyl-lysine; with virally co-expressed GCN5 acetyltransferase. AID 651687, 2012. actives 0.17% (n = 350,000). inhibition, % at 15.6 µM;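 active = every replicate shows inhibition of at least 40%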;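 note: 0% = neutral control wells and 100% = positive control wells; some results beyond the cut were filed as inactive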
INS-1E GSIS act – GLuc luminescence reporter in INS-1E cells, primary screen for activators of glucose-dependent secretion of insulin; actives 0.61% (n = 370,000); AID 743287, 2014; INS-1E GLuc reporter insulin secretion, 2-3 h; activation, % at 16.6 µM;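 active = lowest replicate activation of at least 40%, so every replicate reaches that level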;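 note: 0% = median of neutral control wells and 100% = median of IBMX positive control wells; some compounds called inactive have numbers as strong as hits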
miR122 inh – miR-122 Renilla sensor signal increase in Huh7, primary screen, miR-122 inhibitor project, cell-based, single point, plate reader. Huh7 miR-122 Renilla luciferase sensor, 48 h; neutral wells = 0, positive control = 100. activation (reporter increase), % at 12.5 µM. actives 0.3% (n = 340,000);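 active = mean replicate activation score at least 90 and every replicate individually at or above 90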;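 note: higher luciferase means less miR-122 activity so hits act as miR-122 inhibitors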
FN deposition inh – inhibitors of fibronectin matrix deposition, primary screen, AH1F cells, Alexa488-fibronectin fluorescence, plate reader | AH1F fibroblasts, overnight | inhibition, % at 12.6 µM | actives 0.086% (n = 350,000) | AID 743247, 2014;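 active = mean inhibition across replicates of 30% or more, regardless of how many single replicates reach that level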;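 note: positive control wells lacked labelled fibronectin entirely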
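test system = AH1F fibroblasts assembling fluorescent fibronectin matrix | quantity = 10000 AH1F cells per well | buffer or medium = DMEM plus 2% serum, read in PBS | doses = single dose, pinned | incubation = 1 h cell attachment, overnight exposure to compound and label | detection = fluorescence at 485 nm excitation, 525 nm emission | read-out basis = inhibition from reduced deposited-fibronectin fluorescence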
Cneo AK release – Cryptococcus neoformans cell lysis inducers, primary screen, AK release luminescence, single concentration; C. neoformans lysis, adenylate kinase release luminescence, 4 h; normalised: neutral wells 0, clomiphene wells 100; lysis activity, % at 15 µM; actives 0.2% (n = 360,000); AID 651654, 2012;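 active = mean lysis activity across replicates of at least 80%, whatever share of replicates individually reach that level; inactive = mean lysis activity below 80%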
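Test system: log-phase Cryptococcus neoformans yeast cells. Input: 5 × 10^6 yeast cells/mL. Medium: fresh YPD growth medium. Doses: single dose. Incubation: static 4 h at 37 °C with compound, 1 h detection. Measured by: luminescent adenylate kinase detection reagent. Read-out: signal increase indicating cell lysis. Benchmarks: Clomiphene.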
F508del corr – F508del CFTR correction, initial screen, CFBE line, single point; CFBE cells, YFP halide quenching; stimulated with forskolin plus potentiator P3; % fluorescence drop versus neutral controls; activity (quench increase), % at 7.58 µM; actives 0.36% (n = 350,000);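 active = mean added fluorescence quench of at least 8% versus neutral control, with both replicates also reaching 8%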;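 note: cells transiently co-express mutant CFTR-F508del with the halide-sensitive YFP; corrector assay measuring rescue of mutant channel to the surface after 24 h compound exposure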
C2C12 statin – suppressors of statin myotoxicity in C2C12 myotubes, primary screen, cell-based, single point, plate reader; C2C12 myotubes + simvastatin, ATP luminescence, 48 h; scaled: DMSO 0, geranylgeraniol control 100; rescue of ATP level, % at 7.49 µM; actives 0.78% (n = 330,000); AID 602340, 2012;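 active = mean ATP rescue above about 67%, or every replicate alone reaching that limit, limit read from the data, passing the limit was not always enough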;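 note: myotubes were challenged with 10 µM simvastatin during compound exposure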
PglD DTNB – C. jejuni PglD acetyltransferase inhibitors, primary screen, biochemical, DTNB colorimetric, single point; UDP-N-acetylbacillosamine N-acetyltransferase PglD (Campylobacter jejuni); purified PglD enzyme, DTNB colorimetric CoA detection; inhibition, % at 12.5 µM; actives 0.098% (n = 360,000); in the data active = inhibition above about 16%, passing the limit was not always enough; note: strong numbers were not always called active
An asterisk follows results filed as active; / = not tested or not shown; & = joins results of further samples; [ ] = dose if it differs, or a comment.

SMILES	PGC1a acetyl inh	INS-1E GSIS act	miR122 inh	FN deposition inh	Cneo AK release	F508del corr	C2C12 statin	PglD DTNB
CCC(C)NC(=O)c1cnc2n(c1=O)CCS2 (stereo not given)	0	/	-5	-5	-1	-1.2	-12	2
COc1ccc(N2CCN(CCCNC(=O)CN3C(=O)COc4ccccc43)CC2)cc1	/	23	4	-1	-1	0.0	0	8
C=CCOc1ccccc1CN1CCC(n2nccc2NC(=O)C2CC2)CC1	-2	4	-3	/	-1	-4.5	/	2
Cc1cc(NCc2ccccc2)nc(N2CCOCC2)n1	-10	/	-2	/	5	/	-3	3
CC1CC(C)(C)NC(=S)O1 (stereo not given)	7	3&-7	/	1	/	1.9&-1.1	/	/
CN(C)CC#Cc1ccc([C@H]2[C@@H](CO)N(C(=O)C3CCCC3)[C@H]2C#N)cc1	4	8	/	-5	3	0.1	2	-2
O=[N+]([O-])c1ccc(S(=O)(=O)N2CCN=C2SCc2ccc(F)cc2)cc1	/	-9	/	-9	4	-0.3	/	2
Cc1ccc(C(=O)N2CCN(S(=O)(=O)c3ccc(C(C)C)cc3)CC2)s1	/	-6	/	-3	17	-1.6	/	-2
O=C(CSc1ccccc1)Nc1ccc(C(=O)Nc2ccc(O)cc2)cc1	-20	2	0	-23	/	-0.8	/	/
Cc1ccc(S(=O)(=O)N2[C@@H](c3ccc(C#N)cc3)C(C(=O)O)=C[C@H]2CC2CCCC2)cc1	16	-3	1	-4	6	-4.0	-2	10
CCc1cc2c(SCC(=O)N3CCCC3=O)ncnc2s1	6	3	-3	3	-4	1.5	-2	-2
CC(=O)/C(=N\Nc1ccc(Cl)cc1Cl)Sc1cccc2cccnc12	-15	/	-3	10	1	/	/	-10
CCC(=O)N(C)C[C@H]1Oc2cc(C#Cc3ccccc3)ccc2S(=O)(=O)N([C@H](C)CO)C[C@H]1C	-1	-16	-56[16.7 µM]	-10	-5	0.5	-7	-3
COc1cc(C(=O)N/N=C2\CCS(=O)(=O)c3ccc(F)cc32)cc(OC)c1OC	/	-9	-2	3	4	/	1	-10
COCC(=O)N1[C@H](C#N)[C@@H](c2ccc(C#Cc3ccccc3F)cc2)[C@H]1CO	-5	-7	/	14	0	-7.3	-2	2
CCCN(C)C[C@H]1Oc2cc(C#CC3CCCC3)ccc2S(=O)(=O)N([C@H](C)CO)C[C@@H]1C	-29	-12	22[16.7 µM]	-6	15	-0.1	-27	2
CCOc1ccc(CCN2C(=S)N([C@@H](CC(C)C)CN3CCCC3CN3C(=S)NC[C@@H]3Cc3ccc(O)cc3)C[C@@H]2Cc2ccc(O)cc2)cc1 (stereo not given in full)	-8	1	-12	-1	1	3.2	5	0
C[C@H]1CN([C@@H](C)CO)C(=O)Cc2cc(NC(=O)c3ccncc3)ccc2O[C@@H]1CN(C)S(C)(=O)=O	1	11	-1[16.7 µM]	/	/	0.2	-16	/
C[C@H]1CCCCO[C@@H](CN(C)Cc2ccncc2)[C@@H](C)CN([C@@H](C)CO)C(=O)c2cc(NC(=O)C3CCCCC3)ccc2O1	9	-17	-5[16.7 µM]	/	1	-0.2	2	6
C[C@H](CO)N1C[C@H](C)[C@@H](CN(C)Cc2ccccc2)OCCCC[C@H](C)Oc2ccc(NS(=O)(=O)c3ccc(F)cc3)cc2C1=O	4	5	0[16.7 µM]	-4	-5	2.1	/	3
C[C@H]1CN([C@@H](C)CO)C(=O)c2cc(NC(=O)C3CCCCC3)ccc2O[C@H]1CN(C)Cc1ccc2c(c1)OCO2	3	-4	-5[16.7 µM]	-7	11	3.1	16	1
CCOC(=O)c1ccc(NC(=S)NNC(=O)COC)cc1	-2	17	-7	-3	-5	/	/	0
C[C@@H]1CN([C@@H](C)CO)C(=O)Cc2cc(NC(=O)CCC(F)(F)F)ccc2O[C@@H]1CN(C)C(=O)NC1CCCCC1	-4	29	0[16.7 µM]	-5	-9	0.3	-4	-3
CC1CCN(c2ccc(NC(=O)C3CCCN3S(=O)(=O)c3ccc(F)cc3)cc2)CC1 (stereo not given)	/	-25	/	-12	0	2.5	1	-5
CCc1nnc(NC(=O)CSc2ncc(-c3ccccc3)n2C)s1	-3	/	-6	-4	-2	/	2	-19

3 successive entries already listed, quoted:
SMILES	PGC1a acetyl inh	INS-1E GSIS act	miR122 inh	FN deposition inh	Cneo AK release	F508del corr	C2C12 statin	PglD DTNB
O=[N+]([O-])c1ccc(S(=O)(=O)N2CCN=C2SCc2ccc(F)cc2)cc1	/	-9	/	-9	4	-0.3	/	2
Cc1ccc(C(=O)N2CCN(S(=O)(=O)c3ccc(C(C)C)cc3)CC2)s1	/	-6	/	-3	17	-1.6	/	-2
O=C(CSc1ccccc1)Nc1ccc(C(=O)Nc2ccc(O)cc2)cc1	-20	2	0	-23	/	-0.8	/	/

Carrying on.
SMILES	PGC1a acetyl inh	INS-1E GSIS act	miR122 inh	FN deposition inh	Cneo AK release	F508del corr	C2C12 statin	PglD DTNB
COc1ccc(S(=O)(=O)Nc2ccc3c(c2)C(=O)N([C@H](C)CO)C[C@@H](C)[C@@H](CN(C)C(=O)CCCN(C)C)OCCCC[C@H](C)O3)cc1	-3	24	4[16.7 µM]	/	-1	-0.9	-11	0
CC(=O)Nc1ccc(NCN2C(=O)[C@@H]3[C@H]4CC[C@H](C4)[C@@H]3C2=O)cc1	4	-3	1	13	/	/	9	/
O=C(CS(=O)(=O)c1cn(Cc2ccc(F)cc2)c2ccccc12)N1CCCCC1	0	-8	0	3	-2	/	-8	-4
O=c1[nH]cc(S(=O)(=O)N2CCN(c3ccccc3F)CC2)c(=O)[nH]1	/	10	-5	-7	0	-2.4	-5	-2
Cc1ccc(S(=O)(=O)N=Nc2c(O)[nH]c3ccccc23)cc1	9	/	10	/	0	/	12	3
c1ccc(CN2CCOCCOCCOCCOCC2)cc1	1	-2	/	-5	/	0.6	/	/
COc1ccc(CCNC(=O)COC(=O)c2cc(S(=O)(=O)NCc3ccccc3)ccc2O)cc1OC	-5	26	1	13	/	3.3	8	/
C[C@H]1CCCCO[C@H](CN(C)C)[C@@H](C)CN([C@@H](C)CO)C(=O)c2cc(NS(C)(=O)=O)ccc2O1	4	14	-6[16.7 µM]	-5	0	1.1	12	1
O=C(Cc1n[nH]c(=O)c2ccccc12)OCC(=O)c1ccc(F)c(F)c1	/	-2	2	-1	-2	-2.9	-2	-3
C[C@@H]1CN([C@@H](C)CO)C(=O)Cc2cc(NC(=O)C3CC3)ccc2O[C@@H]1CN(C)C	0	7	5[16.7 µM]	1	1	0.3	5	-9
COc1ccc(NS(=O)(=O)c2ccc(N3CCCC3)c(NC(=S)Nc3ccc(SC(F)F)cc3)c2)cc1	-12	1	4	-5	2	-4.2	/	-8
COc1c(S(=O)(=O)N2CCN(c3ccc(F)cc3)CC2)ccc(Cl)c1Cl	-17	/	6	3	5	/	14	4
CC(C)(C)Cc1nnc(NC(=O)Cc2cccs2)s1	-9	-10	0	-4	/	3.1	/	/
Cc1cc(NC(=O)COC(=O)CCNS(=O)(=O)c2cccc(C(F)(F)F)c2)no1	2	-6	7	/	/	-2.3	5	/
Clc1ccsc1-c1ccnc(-n2cccc2)n1	-5	23	8	/	50	0.4	36	1
O=C(C[C@@H]1C=C[C@@H](NS(=O)(=O)c2ccc(F)cc2)[C@@H](CO)O1)NC1CCC1	-8	-1	/	-8	58	2.2	-1	2
O=P(c1ccccc1)(c1ccccc1)c1ccccc1C(Br)Br	3	-8	-2	-6	1	0.5	-5	1
CC(=O)Oc1ccc(/C=N/NC(=O)CCSc2ccccc2)cc1	3	-12	-1	5	0	-5.2	2	-8
O=C(CSc1nnc(CNC(=O)c2ccco2)o1)c1ccccc1	-18	/	4	0	-1	/	2	-3
N#Cc1c(NC(=O)c2ccc(Cn3cc(Br)cn3)o2)sc2c1CCCCCC2	-12	/	5	11	-3	/	33	2
COc1ccc(OC)c(N/C(C)=C/C(=O)c2ccc(Br)cc2)c1	0	1	/	-9	/	-0.4	/	/
CCCc1cc(C(=O)NC2CCCC2)no1	2	/	-5	6	-3	0.9	-2	58*
CN(C)C(=O)CN1CCN(Cc2nc(CC3CC3)no2)CC1	-3	-6	-9	8	-1	-2.4	/	-1
CN(Cc1ccccc1)C(=O)c1ccc2c(c1)S(=O)(=O)N=C1CCCCCN12	0	0	-6	/	1	-2.0	0	2
COC(=O)c1c(NC(=O)c2c(-c3ccccc3Cl)noc2C)sc2c1CCC2	-3	/	-2	0	2	/	15	-5

Continuation:
SMILES	PGC1a acetyl inh	INS-1E GSIS act	miR122 inh	FN deposition inh	Cneo AK release	F508del corr	C2C12 statin	PglD DTNB
CN(CC(=O)Nc1ccc(Cl)c(C(F)(F)F)c1)C(=O)C1CC(=O)N(Cc2ccco2)C1 (stereo not given)	/	-11	/	-13	0	2.8	3	5
COC(=O)c1ccc(Sc2ccccc2NS(=O)(=O)c2ccc(OC)cc2)nc1	-8	/	-7	-4	2	/	12	-9
COc1ccccc1C#Cc1ccc2c(c1)[C@H]1[C@H](CCN1C(=O)CN1CCOCC1)[C@H](CO)N2	9	-5	-12[16.7 µM]	-12	-11	3.3	-19	-3
CNC(=O)C[C@@H]1CC[C@@H]2[C@H](COC[C@@H](O)CN2C(=O)Nc2cccc(OC)c2)O1	-4	4	2[16.7 µM]	20	-1	-4.3	4	1
O=C(COc1cc(Cl)ccc1Cl)Nc1nnc(C2CC2)s1	5	-2	-5	0	3	-2.3	13	3
CC(C)C[C@H](NC(=O)[C@H](Cc1ccccc1)n1c(=O)[nH]c2ccccc2c1=O)C(=O)N1CCC(C(=O)O)CC1	11	6	-2	/	-1	2.7	-2	7
CN1[C@@H](CO)[C@@H]2c3ccccc3N(C(=O)Nc3ccccc3F)C[C@@H]21	13	3	-7[16.7 µM]	/	-1	-2.1	-8	2
Cn1cc(-c2nnnn2-c2ccc(Cl)cc2)c(C(F)(F)F)n1	5	/	-1	0	0	/	9	1
C=CCn1c(SCC(=O)Nc2nc(C)cs2)nnc1C(NC(=O)c1ccccc1)C(C)C (stereo not given)	2	/	5	-6	0	/	1	-8
Cc1cc(C(=O)Nc2cccc3c2O[C@H](CN(C)S(=O)(=O)c2cccs2)[C@@H](C)CN([C@H](C)CO)C3=O)n(C)n1	2	7	-2[16.7 µM]	-2	-2	-1.5	0	1
S=C(Nc1ccccc1)Nc1cc(Cl)ccc1Oc1ccccc1	-13	/	11	-7	3	/	/	-17
CC(=NNC(=O)c1cc(C)oc1C)c1ccc(Br)s1	/	1	/	11	0	2.2	-7	-3
CCc1nn2c(=O)cc(COC(=O)c3cc(Cl)c(OC)c(OC)c3)nc2s1	1	/	-9	-5	0	3.5	0	-2
O=C(CCNS(=O)(=O)c1ccc(Br)s1)NC1CCCC1	0	6	4	/	0	/	-3	-3
Clc1cccc(CN2CCN(c3nc4nonc4nc3NC3CC3)CC2)c1	-5	-35	-4	-10	/	/	4	/
Cc1ccc([C@@H]2C[C@H]3[C@@H](CN2S(=O)(=O)c2ccc(C)cc2)C(=O)C[C@@H](c2ccccc2F)N3S(=O)(=O)c2ccc(C)cc2)cc1	-3	8	5	1	2	-0.8	1	4
CCCSc1nc(C)c(CC(=O)O)c(=O)[nH]1	-3	/	-8	/	0	/	3	1

Bioassay records (PubChem)
